# Bioassay records from PubChem BioAssay.
# PDI turbidity = inhibitors of human protein disulfide isomerase | P07237 | PDI insulin aggregation turbidity, A650, 90 min | inhibition, % at 10 µM | hit rate 0.052% among 350,000;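 active = mean inhibition across replicates of 30% or more, whatever share of single replicates reach that level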;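 note: absorbance from insulin aggregation driven by PDI reduction with DTT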
# Target sequence (P07237 whole entry, looked up): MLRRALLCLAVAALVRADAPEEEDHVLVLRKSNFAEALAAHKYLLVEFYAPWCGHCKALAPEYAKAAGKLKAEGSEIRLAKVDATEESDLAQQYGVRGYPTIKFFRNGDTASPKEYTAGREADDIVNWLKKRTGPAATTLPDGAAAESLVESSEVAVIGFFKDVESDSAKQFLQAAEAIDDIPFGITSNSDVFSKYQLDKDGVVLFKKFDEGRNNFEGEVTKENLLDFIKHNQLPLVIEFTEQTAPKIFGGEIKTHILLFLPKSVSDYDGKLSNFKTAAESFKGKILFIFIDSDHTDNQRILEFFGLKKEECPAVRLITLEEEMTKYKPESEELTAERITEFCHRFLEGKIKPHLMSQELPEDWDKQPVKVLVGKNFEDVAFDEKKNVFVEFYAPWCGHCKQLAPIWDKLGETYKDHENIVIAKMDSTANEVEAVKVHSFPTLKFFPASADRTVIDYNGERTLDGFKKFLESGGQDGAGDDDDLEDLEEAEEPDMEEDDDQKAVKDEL
# HIF-2a block = inhibitors of HIF-2a; 786-0 RCC cells HIF-2a reporter, luciferase luminescence, overnight; inhibition, % at 18.8 µM; hit rate 0.72% among 360,000; AID 624352;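 active = inhibition of the luminescence signal of 40% or more relative to plate controls, in a single-dose primary screen at 18.75 µM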
# Cardio protect = myocardial damage modulation in H9c2 cells; H9c2 cardiomyocytes, H2O2 injury protection, ATPLite, 2 h; protection from H2O2 cell death, % at 20 µM; hit rate 0.63% among 360,000; AID 588492;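 active = compounds giving at least 50% protection of heart cells from peroxide-induced death in the single-dose screen, raw or plate-pattern-corrected value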;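 note: 0% = DMSO wells with peroxide and 100% = DMSO wells without peroxide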
# Shn3 3UTR inh = Schnurri-3 reporter inhibition in Clone20 osteoblasts | Clone20 osteoblast Shn3 3'UTR firefly luciferase, 24 h | inhibition, % at 12.5 µM | hit rate 0.52% among 360,000 | AID 588674;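 active = mean inhibition of at least 75% with every replicate also reaching 75%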;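 note: 0% = median of neutral control wells and 100% = pilot-screen positive control compound; some compounds past the cut are filed as inactive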
# Peg3 promoter = inhibitors of Peg3 promoter. hit rate 1.7% among 360,000. HeLa PEG-Prom luciferase reporter, luminescence, overnight. AID 588405. inhibition, % at 20 µM;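 active = inhibition of at least 50% at 20 µM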
# MITF TRPM1 inh = inhibitors of MITF-driven TRPM1 promoter in melanoma cells. inhibition, % at 12.5 µM. AID 488899. hit rate 0.83% among 330,000. SK-MEL-5 TRPM1 promoter luciferase, 24 h;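 active = mean inhibition across replicates of 60% or more, whatever share of single replicates reaches that level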; note: values of inactives mirror those of a sister screen read the other way
# iPSC survival up = increases survival of single human iPS cells | hiPSC single-cell survival, ATPlite luminescence; 100% = ROCK inhibitor wells, 0% = DMSO | survival enhancement, % at 20 µM | hit rate 0.044% among 360,000 | AID 602274; in the data active = survival enhancement above about 18%;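 note: cells exposed to compounds for 16 hours before the ATP read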
# HTR2A ag = mouse HTR2A agonism via beta-arrestin recruitment | P35363 | activation, % at 7.6 µM | CHO-K1 mHTR2A beta-arrestin complementation, luminescence; percent of 30 µM serotonin response | hit rate 0.66% among 360,000 | AID 624169;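 active = activation above a run cutoff, the mean activation of all tested compounds plus 3 SD, cut at about 14% in these data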;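 note: 0% = plate median of compound wells and 100% = 30 µM serotonin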
# Target sequence (P35363 whole entry, looked up): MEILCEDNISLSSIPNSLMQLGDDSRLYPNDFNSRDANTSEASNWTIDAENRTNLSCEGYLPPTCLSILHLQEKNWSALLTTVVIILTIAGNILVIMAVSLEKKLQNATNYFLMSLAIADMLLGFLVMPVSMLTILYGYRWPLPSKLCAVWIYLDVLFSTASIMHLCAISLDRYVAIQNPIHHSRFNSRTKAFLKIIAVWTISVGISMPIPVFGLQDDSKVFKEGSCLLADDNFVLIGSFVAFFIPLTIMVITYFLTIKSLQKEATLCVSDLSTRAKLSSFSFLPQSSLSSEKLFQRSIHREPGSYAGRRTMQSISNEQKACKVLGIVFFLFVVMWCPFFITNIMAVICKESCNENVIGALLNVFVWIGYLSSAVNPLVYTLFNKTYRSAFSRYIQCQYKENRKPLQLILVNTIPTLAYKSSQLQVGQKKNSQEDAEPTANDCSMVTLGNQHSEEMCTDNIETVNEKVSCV
# NR2E3 ag-1 = agonists of human nuclear receptor NR2E3 | Q9Y5X4 | AID 2300 | inhibition of corepressor binding, % at 4.78 µM | GST-NR2E3/biotin-RetCOR TR-FRET, 1536-well | hit rate 0.12% among 320,000;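 active = percent inhibition above the cutoff of mean plus 3 SD of all tested compounds, set per screening campaign, cut at about 20% in these data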;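 note: 0% = DMSO wells and 100% = biotin wells as full block of FRET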
#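 Format: 1536-well format; test system: GST-NR2E3 and biotin-RetCOR proteins; read-out basis: percent inhibition of TR-FRET ratio; timing: 5 h incubation at 4 °C; detection: time-resolved FRET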
# CaV13 ICDI inh = Primary screen for inhibitors of IQ motif and Ca2+-dependent inactivation inhibitor domain binding in CACNA1D, Förster resonance energy transfer in living cells, … | hit rate 0.098% among 340,000 | AID 743397 | inhibition, % at 12.3 µM | HEK cells, CFP/YFP FRET ICDI-IQ, plate reader, 10 min; percent FRET-ratio fall versus neutral wells;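 active = mean replicate inhibition of at least 30% and at least 1% of replicates passing that level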;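 note: 0% = median of the neutral control wells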
# NR2E3 ag-2 = activates human NR2E3 receptor; AID 602229; CHO-S Gal4-NCOR/VP16-NR2E3 two-hybrid, luciferase; Q9Y5X4; hit rate 0.35% among 360,000; inhibition of corepressor binding, % at 3.98 µM;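 active = inhibition above the mean of all tested compounds plus 3 SD, cut at about 70% in these data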;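 note: 0% = DMSO with NR2E3 transfected cells and 100% = cells lacking NR2E3 construct; higher means lower luciferase signal from less NR2E3 corepressor binding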
# The depositor's hits bear a star; x = no result given.
SMILES,PDI turbidity,HIF-2a block,Cardio protect,Shn3 3UTR inh,Peg3 promoter,MITF TRPM1 inh,iPSC survival up,HTR2A ag,NR2E3 ag-1,CaV13 ICDI inh,NR2E3 ag-2
COc1cccc(NC(=O)Nc2ccc3c(c2)nc(C)n3C)c1,-7,-101,-33,-13,-136,2,-5.4,-4,2,2,-109
COc1ccc(C)cc1S(=O)(=O)N(C)CC(=O)N1CCC(C)CC1,8,8,4,-50,1,4,0.1,-3,-3,-8,0
CN(Cc1ccc2c(c1)CCCN2C)C(=O)[C@H]1O[C@@H](n2ccc(=O)[nH]c2=O)[C@H](O)[C@@H]1O,x,14,2,0,11,x,0.1,-4,x,-5,-20
COc1ccccc1CNC(=O)C(C)Sc1ccc(C)cc1 (configuration not stated),7,4,2,6,0,3,-0.9,-4,-2,-7,-4
Cc1nn(C)c(C(=O)NNC(=S)NCC(C)C)c1Cl,-5,10,2,3,6,-2,0.5,0,2,-6,-10
Cc1ncc([N+](=O)[O-])n1CC(=O)Nc1ccc(OC(F)(F)Cl)cc1,-2,12,-5,12,16,9,-0.1,4,4,-5,-3
CSc1ccc(/C=C(/Sc2nnc(-c3ccccc3)o2)C(=O)O)cc1,-1,-2,-6,-22,1,1,1.9,2,-1,-5,3
Nc1nonc1C(=O)N/N=C/c1cc2c(cc1Br)OCO2,-3,-5,2,-1,12,-3,-0.2,-5,-5,x,-19
CC12CCC(=O)N1C(C(=O)NCCc1ccc(F)cc1)CS2 (configuration not stated),-1,-2,-4,0,11,2,-0.1,-7,0,x,-21
CC(=O)c1cccc(NC(=O)CSc2nc3ccccc3c(=O)n2CCCN2CCOCC2)c1,-18,5,7,6,-15,1,-0.6,-7,x,-6,-19
CC(=O)Nc1c(Cl)cnn(-c2ccccc2)c1=O,2,12,-9,43,-4,x,-0.2,9,3,-5,-5
O=C1OC(c2ccccc2)=C/C1=C/N1CCCCC1,-88,-276,7,-77,-202,-96,-2.0,2,-3,-4,-37
O=C(CSc1nnc(NC(=O)C2CC2)s1)Nc1ccccc1Cl,-3,-8,-4,-3,0,3,-0.6,0,2,-3,20
COc1ccccc1CN(C)C[C@@H]1OCc2cnnn2CCCC(=O)N([C@H](C)CO)C[C@H]1C,3,7,7,-8,-1,x,0.8,3,x,-9,-33
COc1cccc(C(=O)NCC(c2ccco2)N2CCOCC2)c1 (configuration not stated),3,3,-4,-75,-74,1,-0.5,2,-2,-6,11
Cc1cc(C)nc(SC(C)C(=O)Nc2ccc(S(N)(=O)=O)cc2)n1 (configuration not stated),-4,10,4,2,10,14,-3.4,0,-2,-6,20
Cc1cc(NC(=O)c2cc(-c3ccccc3C)nc3ccccc23)no1,4,18,7,-12,11,19,4.0,3,-4,-3,7
CN(C(=O)COC(=O)CCc1c[nH]c2ccccc12)C(c1ccccc1)c1ccccc1,-3,-2,-2,20,22,-1,3.4,2,4,-2,-3
COc1cc(C2C(C#N)=C(N)N(N(C)C)C3=C2C(=O)CC(C)(C)C3)ccc1O (configuration not stated),15,14,5,10,4,-1,-0.8,5,-3,-18,-12
CCOC(=O)/C(=N\Nc1cc(Cl)ccc1Cl)N1CCN(CC)CC1,-4,8,1,-24,-1,-15,1.6,-8,-5,-4,-7
Cc1cc(N=CC2=C(O)CC(C)(C)CC2=O)no1,3,10,9,21,3,6,4.8,4,-1,x,-3
C[n+]1ccc(/C=N/Nc2nc(Cl)c(C#N)c(Cl)c2Cl)cc1,-2,12,14,-2,8,5,1.0,-4,5,2,12
COc1ccc(-c2csc(NC(=O)c3c(C)noc3C)n2)cc1OC,-1,-27,7,4,15,x,-1.6,3,x,-6,8
Cc1cc(=O)oc2cc(OCC(=O)NCc3cccnc3)ccc12,1,6,3,-1,8,2,-1.4,5,3,-5,-5
Cc1ccccc1NC(=O)NC1(C(=O)N2CCN(C)CC2)CCCCC1,-3,7,-4,-6,-1,-2,-0.3,3,0,-12,-27
C/C(=C/C(=O)NCc1ccccc1)C(=O)O,5,-7,-9,-9,-6,-20,-2.2,-1,1,-4,-13
CCn1c2ccccc2c2cc(NC(=O)c3coc(=O)c(Br)c3)ccc21,-6,22,8,-14,49,x,-0.7,-2,0,3,-8
Cc1ccc(Nc2nc(N)c3ccccc3n2)cc1Cl,0,-106,-19,5,-87,2,-0.7,2,3,-20,-129
Cc1nc2ccc(Cl)cc2[nH]1,1,9,-1,-10,-4,9,0.1,2,x,-3,15
COc1cccc(C(=O)NCC(=O)N/N=C/c2cccs2)c1,16,7,-1,-30,-1,6,-0.1,4,-2,-5,-16
O=[N+]([O-])c1cccc(/C=N/NC2=NCCCCC2)c1,0,-94,2,-16,-86,-48,-0.4,0,6,-5,-21
O=C(COC(=O)Cc1ccsc1)Nc1ccc(Cl)cn1,-4,-1,9,-3,-5,-3,-0.3,-11,-1,-5,17
COc1ccccc1OCC(=O)NCc1n[nH]c(=O)c2ccccc12,-5,7,48,14,2,-1,0.1,-6,0,-5,-12
COC(=O)[C@]12CCCCC=C1N(Cc1cccc3ccccc13)C(=O)[C@H](CC(=O)N1CCSCC1)C2,x,11,x,x,x,x,0.4,1,x,-10,-21
O=C(CSc1cccc[n+]1[O-])NC(=O)c1ccc(OC(F)F)cc1,-1,2,11,18,0,-9,1.8,3,4,-1,-7
CCOC(=O)c1ccc(N2C(=O)CC(N3CC(C)OC(C)C3)C2=O)cc1 (configuration not stated),0,15,6,-2,6,-7,-1.4,7,1,x,0
COc1ccc(/C=N/NC(=O)C2(O)c3ccccc3-c3ccccc32)cc1,7,15,-2,-9,-3,15,-1.1,0,-4,-5,-21
COc1ccc(N2CC(C)(C)C2=O)cc1,-6,3,2,-16,1,-11,1.2,-4,6,-4,4
Cc1ccc(S(=O)(=O)N2CCN(C(=O)CN3CCCCC3)C2)cc1,0,12,5,-3,-9,17,-2.2,6,4,-5,12
Cc1nc2cc(NC(=O)NCCCO)ccc2o1,-1,0,6,4,-4,-5,0.9,1,-1,5,17
COC(=O)/C=C1/N/C(=N\c2nc(C)cc(C)n2)N(c2cccc(C)c2)C1=O,-2,24,22,9,16,-8,3.3,-2,-1,-20,-11
CCN1C[C@@H]2[C@@H]3C(=O)N(C)C(=O)[C@@H]3[C@](C)(C1=O)N2C(=O)c1ccc(C(C)(C)C)cc1,4,8,4,-7,0,-3,-0.9,-2,x,-11,-5
Cc1ccc(-c2nnn(CC(=O)N(C)C3CCCCC3)n2)o1,-7,11,-7,-13,-9,16,-0.5,-1,-2,-5,20
CC(c1nc2ccccc2c(=O)[nH]1)N(C)CCOc1ccc(Cl)cc1 (configuration not stated),-4,11,1,-14,27,5,0.0,1,-2,-5,-10
Cc1sc2ncnc(N3CCC(C(=O)NNC(=O)c4ccccc4Cl)CC3)c2c1C,-2,26,4,38,29,2,-0.4,1,-3,-6,8
COc1ccc(OC)c(C(C)NC(=O)c2ccc(Br)cc2)c1 (configuration not stated),2,12,4,11,6,-5,2.0,6,3,-4,3
Nc1ccc(Oc2ccc3c(c2)C(=O)NC3=O)cc1,-3,10,4,8,7,1,-0.8,-2,4,-21,4
COC(=O)CNC(=O)c1ccc(OC2CCN(C(=O)C3CC3)CC2)cc1,9,12,0,4,-3,-1,-0.7,-1,-1,-7,-31
CC(C)(C)C(=O)NC(=S)Nc1ccc(S(=O)(=O)Nc2nccs2)cc1,-3,7,-4,19,1,14,-0.5,-4,1,4,-3
Cc1cc(C)cc(OCC(=O)OCC(=O)N(CC(C)C)c2c(N)n(Cc3ccccc3)c(=O)[nH]c2=O)c1,-5,3,6,-15,1,-5,-0.3,7,4,-8,-12
CCOC(=O)c1c(C)c(C(=O)NCC2CCCO2)c(C)n1C (configuration not stated),-6,-8,8,-11,-1,1,2.8,-2,2,-8,0
CCCCN=C(Nc1ccc(Cl)cc1)c1cccnc1,3,-2,1,-4,14,-3,-0.2,0,-2,-3,-10
CCCCCCSc1ccc(-c2nc3ccc(Cl)cn3c2NCc2ccccc2)cc1,-9,-7,-7,2,13,-12,2.8,-1,x,-6,-5
Cc1noc(C)c1CSc1nnc(-c2ccccc2)n1N,4,18,10,-7,7,9,-5.3,2,2,-5,-23
COCc1nnc(NS(=O)(=O)c2ccc(Cl)cc2)s1,-8,16,5,-3,11,1,-0.6,1,x,-4,-10
COC(=O)COc1cccc(NC(=O)c2ccccc2)c1,-1,9,-8,7,2,6,-1.3,5,0,-8,-12
Cc1cccn2cc(-c3ccc(NC(=O)Cc4ccccc4)cc3)nc12,x,-33,0,11,6,x,-0.2,4,7,-6,-27
CN1CCN(NC(=O)c2ccc(S(=O)(=O)N3CCCCCC3)cc2)CC1,2,24,4,6,4,-1,-0.6,1,0,7,1
O=C1C2C3C=CC(C3)C2C(=O)N1CCCO (configuration not stated),3,6,-1,9,19,6,-3.0,5,0,-4,-31
Cc1cccc(C)c1OCC(=O)N1CCc2ccccc2C1,1,-72,4,15,-17,-24,0.5,1,-2,-20,-27

# 2 entries from above, with each value named.
SMILES: CN1CCN(NC(=O)c2ccc(S(=O)(=O)N3CCCCCC3)cc2)CC1
  PDI turbidity: 2 | HIF-2a block: 24 | Cardio protect: 4 | Shn3 3UTR inh: 6 | Peg3 promoter: 4 | MITF TRPM1 inh: -1 | iPSC survival up: -0.6 | HTR2A ag: 1 | NR2E3 ag-1: 0 | CaV13 ICDI inh: 7 | NR2E3 ag-2: 1
SMILES: O=C1C2C3C=CC(C3)C2C(=O)N1CCCO (configuration not stated)
  PDI turbidity: 3 | HIF-2a block: 6 | Cardio protect: -1 | Shn3 3UTR inh: 9 | Peg3 promoter: 19 | MITF TRPM1 inh: 6 | iPSC survival up: -3.0 | HTR2A ag: 5 | NR2E3 ag-1: 0 | CaV13 ICDI inh: -4 | NR2E3 ag-2: -31

# (further entries)
SMILES,PDI turbidity,HIF-2a block,Cardio protect,Shn3 3UTR inh,Peg3 promoter,MITF TRPM1 inh,iPSC survival up,HTR2A ag,NR2E3 ag-1,CaV13 ICDI inh,NR2E3 ag-2
CS(=O)(=O)N(CC(=O)O)c1ccc(C23CC4CC(CC(C4)C2)C3)cc1,8,22,7,-8,9,x,-0.1,4,-2,-2,-43
COc1cc(NC(=O)COc2ccc3c(C)cc(=O)oc3c2C)cc(OC)c1OC,5,-4,10,17,-1,-2,0.5,-2,0,-2,21
O=Cc1cn(-c2ccc(F)cc2)c2ccccc12,-6,8,5,-3,-13,-12,-2.0,-2,2,-8,-37
CC12C(=O)N(Cc3ccccc3)C(=O)C1C1C=CC2C1 (configuration not stated),3,5,4,-2,10,0,-0.1,0,-2,-4,-12
COc1cc(/C=C/C(=O)O)ccc1OS(=O)(=O)c1cc(Br)ccc1C,2,17,3,-8,11,2,0.0,3,1,-2,8
CC(C)OCCCNc1ncnc2c1nc1n2CCCC1,9,-50,0,-1,-43,-12,1.6,3,x,-4,-11
COc1ccc(S(=O)(=O)Nc2nc3ccccc3s2)cc1OC,2,-54,5,-23,13,9,0.2,8,1,-7,5
